HepG2 viability: HepG2 cytotoxicity, counter-screen for TGF-b inhibitors. HepG2 CAGA-GFP viability, ATP luminescence, 18 h. Potency, µM (highest dose often 46.1 µM), inactives show top-dose activity change, negative = cytotoxicity, hits mostly cytotoxic. actives 0.76% (n = 410,000). AID 588856; further: potency means the concentration at half of the fitted maximal effect; some results filed as inactive show a strong effect at the top dose
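HepG2 CAGA-GFP cells (1000/well, DMEM with 1% FBS) received compound, then TGF-beta at 500 pg/mL final, and were incubated 18 hours at 37 degrees C. Viability was read by CellTiter-Glo luminescence. Media-only wells were set as complete cell-killing and DMSO as no toxicity.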
IL-2 act: IL-2 activation. IL-2 activation reporter assay, cell-based qHTS; stimulated with anti-CD3/CD4/CD28 beads; in transgenic mouse T cells. activation, % (series mostly up to about 46 µM). actives 0.065% (n = 360,000). AID 652025; in the data active means activation above about 50%; inconclusive means mostly about 30% to 49%; further: 0% is about no effect
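Quantitative HTS in unstimulated transgenic mouse T cells, with memory T cells as non-tolerant control and PMA/ionomycin as tolerance-bypass control. Compound pretreatment lasted 60 minutes before 18 h bead stimulation; EGFP/DsRed fluorescence read.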
Nrf2 block: inhibitors of Nrf2 signaling. AID 504444. A549 ARE-Fluc reporter, luciferase luminescence, 18-24 h. actives 2.1% (n = 360,000). Potency, µM (titrated, usually from 46 µM), for inactives: top-dose activity change, negative = inhibition, usual class: inhibitors; further: potency means the concentration at half of the fitted maximal effect; on the % scale 0 is the no-effect control and ±100 the full control effect; nearly all actives have a fitted effect of over 60% in size
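A549 ARE_Fluc cells, 5000/well, 5% FBS OPTI-MEM; compounds in dose-response, 18-24 h at 37 °C/5% CO2; CellTiter-Fluor viability read (Ex 405/Em 525), then BugLite luciferase luminescence = Nrf2 activity.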
A549 viability: A549 cytotoxicity, counter-screen for Nrf2 inhibitors; A549 ARE-Fluc cells, CellTiter-Fluor viability, 18-24 h; Potency, µM (doses to about 46 µM), for inactives: at the highest dose activity change, negative = cytotoxicity, usual class: inhibitors; actives 0.16% (n = 390,000); AID 504648; further: potency means the concentration at half of the fitted maximal effect; on the % scale 0 is the no-effect control and ±100 the full control effect
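Cytotoxicity counterscreen: CellTiter-Fluor fluorescence was measured in A549 ARE_Fluc cells after 18-24 h of compound exposure in a concentration series. The subsequent BugLite luminescent read reports ARE-luciferase activity.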
EPAC2 ag: agonists of human EPAC2 (RAPGEF4); Potency, µM (series often up to 154 µM), for the others: at the top dose activation, usual class: activators; actives 0.079% (n = 360,000); AID 720711; EPAC2 activation, biochemical qHTS; response scale: 100% = 6.5 mM cAMP response; Q8WZA2; further: potency means the concentration at half of the fitted maximal effect; nearly all actives have a fitted effect of over 50% in size
Target sequence (Q8WZA2 whole entry, looked up): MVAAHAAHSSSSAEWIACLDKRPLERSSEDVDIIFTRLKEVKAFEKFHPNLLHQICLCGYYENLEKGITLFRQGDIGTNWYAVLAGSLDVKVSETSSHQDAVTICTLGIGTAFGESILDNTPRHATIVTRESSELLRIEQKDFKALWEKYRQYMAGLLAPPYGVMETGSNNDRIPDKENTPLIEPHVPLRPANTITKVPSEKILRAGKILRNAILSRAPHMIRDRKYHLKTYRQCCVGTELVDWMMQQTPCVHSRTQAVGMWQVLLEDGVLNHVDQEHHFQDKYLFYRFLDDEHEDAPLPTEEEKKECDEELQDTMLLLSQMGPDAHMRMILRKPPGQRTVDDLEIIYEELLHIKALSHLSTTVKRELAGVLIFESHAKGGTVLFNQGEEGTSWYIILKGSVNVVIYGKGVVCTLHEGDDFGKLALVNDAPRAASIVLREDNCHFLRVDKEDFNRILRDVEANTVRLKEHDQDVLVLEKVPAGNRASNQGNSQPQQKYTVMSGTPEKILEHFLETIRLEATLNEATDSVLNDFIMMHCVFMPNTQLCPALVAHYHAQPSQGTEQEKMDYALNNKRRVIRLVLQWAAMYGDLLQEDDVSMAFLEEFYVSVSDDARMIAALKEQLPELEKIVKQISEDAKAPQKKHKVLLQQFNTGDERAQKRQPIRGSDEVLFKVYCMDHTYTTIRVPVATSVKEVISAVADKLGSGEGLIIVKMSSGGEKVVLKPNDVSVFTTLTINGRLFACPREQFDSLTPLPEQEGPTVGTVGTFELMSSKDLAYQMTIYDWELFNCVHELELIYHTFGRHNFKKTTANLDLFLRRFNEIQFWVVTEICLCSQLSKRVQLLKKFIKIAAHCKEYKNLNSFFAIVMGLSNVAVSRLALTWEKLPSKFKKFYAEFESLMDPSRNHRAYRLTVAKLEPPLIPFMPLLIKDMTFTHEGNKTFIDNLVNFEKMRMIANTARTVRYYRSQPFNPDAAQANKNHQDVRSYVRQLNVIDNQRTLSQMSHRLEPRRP
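Compounds were titrated in qHTS against a Rap1B-BODIPY-GDP (250 nM) complex with EPAC2 (100 nM) and GDP (50 uM). BODIPY-GDP release tracked at 480/540 nm over 30 min at room temperature, normalized to 6.5 mM cAMP.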
Nrf2 ARE act: activates Nrf2 signaling; AREc32 ARE-luciferase reporter (MCF7-derived line), luminescence, 24 h; Potency, µM (titrated, usually from 46.1 µM), for inactives: top-dose activation, most hits filed as activators; actives 0.31% (n = 410,000); AID 624171; further: potency means the concentration at half of the fitted maximal effect; % of control where 0% means no effect; nearly all actives have a fitted effect of over 65% in size
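Cells of the AREc32 ARE-luciferase line are plated in OPTI-MEM containing 5% FBS and left overnight at 37 deg C. Compounds are pinned in, incubation continues 24 hr, and firefly luciferase signal is then measured.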
S2 tox: cell viability loss in ATXN counter-screen; S2 cells (HEK-293 line with an ATXN2-luciferase reporter) viability, CellTiter-Fluor protease fluorescence, 24 h; actives 0.49% (n = 400,000); Potency, µM (titrated, usually from 56.7 µM), usual class: cytotoxic; further: potency means the concentration at half of the fitted maximal effect; nearly all actives have a fitted effect of over 40% in size
TGFb inhibitor: inhibitors of TGF-b signaling. HepG2 CAGA-GFP TGF-b/SMAD3 reporter, GFP fluorescence, 18 h; TGF-beta stimulated, 500 pg/mL final. actives 1.2% (n = 410,000). AID 588855. Potency, µM (doses to about 46.1 µM), for inactives: top-dose activity, negative = inhibition, usual class: inhibitors; further: potency means the concentration at half of the fitted maximal effect; on the % scale 0 is the no-effect control and ±100 the full control effect; nearly all actives have a fitted effect of over 65% in size
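Using HEPG2 CAGA-GFP reporter cells at 1000 cells/well, we pinned test compounds, stimulated with recombinant TGF-beta (500 pg/mL final) and measured total well GFP after 18 h.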
ATXN2 expr inh: inhibitors of ATXN2 expression. HEK-293 ATXN2-luciferase reporter, luminescence, 24 h. Potency, µM (top dose mostly 57 µM), for inactives: at the highest dose activity change, negative = inhibition, actives largely listed as inhibitors. actives 0.72% (n = 360,000). AID 1745845; further: potency means the concentration at half of the fitted maximal effect; on the % scale 0 is the no-effect control and ±100 the full control effect; nearly all actives have a fitted effect of over 55% in size
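qHTS (up to 57 uM final) was run with 24 h compound exposure of reporter cells at 37 °C. Each well was multiplexed: SteadyGlo luminescence measured ATXN2-luciferase expression after a fluorogenic Gly-Phe-AFC viability readout (25 uM final).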
Active calls of the source: *; i = inactive; ? = inconclusive; / = not tested or not shown; [ ] = another dose, or the depositor's remark. Unless noted, the call rests on the fitted dose curve; in most records, active means well fitted curve in the direction sought with a large enough effect; inconclusive means small, poorly fitted or top-dose-only effect, or another doubt; inactive means no such curve, though single readings can be large; an effect the other way counts as inactive or inconclusive.

[1] O=C(NCCc1csc(-c2cccnc2)n1)c1cccs1
[2] COC(OC)C12c3ccccc3C(c3ccccc31)C1C(=O)N(c3cccnc3)C(=O)C12 (stereo not drawn)
[3] COc1cccc(C(=O)O/N=C(\N)c2ccncc2)c1OC
[4] CCOC(=O)c1c(-c2ccc3ccccc3c2)csc1NC(=O)CCCC(=O)O
[5] CCC(=O)Nc1ccc(C(=O)CSc2nnc(-c3cccnc3)o2)cc1
[6] Cc1cccc(NC(=O)C(C)Oc2ccc(C)nc2[N+](=O)[O-])c1 (stereo not drawn)
[7] CCOC(=O)c1nn(-c2ccccc2)c(=O)c(C#N)c1C
[8] Cc1ccc(NC(=O)COC(=O)c2ccc3c(c2)C(=O)N(CCc2ccccc2)C3=O)c(C)c1
compound no.,1,2,3,4,5,6,7,8
HepG2 viability,6%,0%,-8%,-12%,-15%,-9%,8%,-3%
IL-2 act,-2.2,0.4,-0.6,0.0,0.0,0.7,3.2,-0.4
Nrf2 block,-16%,-23%,13%,?,-10%,-8%,5%,16%
A549 viability,6%,2%,4%,6%,-9%,-4%,-6%,-2%
EPAC2 ag,7%,-16%,19%,-10%,-5%,3%,-9%,-4%
Nrf2 ARE act,0.0%,1.8%,3.5%,3.7%,3.5%,4.1%,-0.3%,-0.5%
S2 tox,i,i,i,i,i,/,i,i
TGFb inhibitor,20%,16%,0%,?,1%,-1%,-6%,4%
ATXN2 expr inh,9%,-7%,0%,2%,1%,/,3%,-25%

[9] Cc1csc(NC(=O)CSc2nncs2)n1
[10] Cn1c(C(=O)N2CCc3ccccc3C2)cc2oc3ccccc3c21
[11] Cc1ccc(NC(=O)c2ccco2)cc1
[12] CCN(CC(=O)NCCc1ccccc1)S(=O)(=O)c1ccccc1
[13] Cc1ccc(NC(=O)CN(C)C(=O)c2cccnc2Nc2cccc(C(F)(F)F)c2)cc1
[14] COc1ccc(C(=O)NC2=NCCS2)c(OC)c1
[15] Cc1ccc(S(=O)(=O)N[C@@H](Cc2ccccc2)C(=O)CCl)cc1
[16] O=C(Nc1ccc(Oc2ccccc2)nc1)C1CCCCN1Cc1ccco1 (stereo not drawn)
compound no.,9,10,11,12,13,14,15,16
HepG2 viability,26%,-43%,-7%,11%,-97%,-15%,-94%,-4%
IL-2 act,-1.3,-0.6,3.2,-0.3,-0.7,-4.8,-0.7,-0.5
Nrf2 block,17%,15%,/,-17%,?,?,18µM*,?
A549 viability,-7%,-2%,/,-3%,?,-2%,-10%,?
EPAC2 ag,3%,17%,-4%,-10%,-2%,1%,12%,4%
Nrf2 ARE act,0.4%,3.3%,3.7%,0.0%,-1.5%,0.1%,6.2%,0.3%
S2 tox,i,i,?,i,?,i,32µM*,?
TGFb inhibitor,17%,?,3%,58%[activator],?,7%,?,-31%
ATXN2 expr inh,18%,62%[activator],/,2%[11.3 µM],0%,-24%,?,-14%

[17] CN(C)S(=O)(=O)c1ccc(N2CCCC2)c(C(=O)NNC(=O)c2ccccc2)c1
[18] CCOc1ccc(Br)cc1/C(C)=N\NC1=NCCN1
[19] O=C(COC(=O)c1cccc(N2C(=O)c3ccccc3C2=O)c1)Nc1ccccc1
[20] COc1ccc(Cn2nnc(C(=O)Nc3ccc(F)cc3)c2N)cc1
[21] COc1cccc(NC(=O)CN(C)C(=O)c2cccc(S(=O)(=O)N3CCN(c4ccccc4)CC3)c2)c1
[22] COc1ccc(N2CCN(C(=O)Cc3c(C(=O)O)c(C)cn3C)CC2)cc1
[23] COc1ccc(C(=O)NC(=S)Nc2cccc3ncccc23)cc1[N+](=O)[O-]
[24] Fc1ccc(COc2ccc(-c3nnco3)cc2)cc1
compound no.,17,18,19,20,21,22,23,24
HepG2 viability,-36%,-18%,-12%,-17%,-16%,2%,-3%,-4%
IL-2 act,-0.5,0.0,0.5,0.1,-3.2,/,-2.5,-2.7
Nrf2 block,-13%,?,-8%,2%,?,/,?,18%
A549 viability,5%,-18%,15%,-9%,-1%,-1%,-1%,-8%
EPAC2 ag,16%,11%,1%,6%,5%,/,9%,10%
Nrf2 ARE act,-0.4%,4.1%,-1.1%,-0.3%,-0.1%,-0.9%,2.7%,3.2%
S2 tox,i,i,i,i,i,i,i,i
TGFb inhibitor,17%,-7%,?,-6%,?,1%,-1%,-4%
ATXN2 expr inh,3%,-37%,3%,7%,-27%,5%,?,35%

[25] C/C(=C/C(=O)O)C(=O)Nc1cccc(C(F)(F)F)c1
[26] CCc1n[nH]c(=S)n1/N=C/c1ccc2c(c1)OCO2
[27] CCc1noc(C)c1C(=O)Nc1nc(-c2ccc(Cl)cc2Cl)c(C)s1
[28] COC(=O)c1nc(NC(=O)c2ccc(C(C)(C)C)cc2)n[nH]1
[29] CCOC(=O)c1ccc(N2C(=O)CC(N3CCC(C(=O)OCC)CC3)C2=O)cc1 (stereo not drawn)
[30] CCCn1nnnc1SCC(=O)NC1CCCC1
[31] O=C(Nc1nccs1)c1cn(-c2ccccc2)nc1-c1ccccc1
[32] CC1CC(C)CN(C(=O)COC(=O)c2cccc(S(=O)(=O)N(C)c3ccccc3)c2)C1 (stereo not drawn)
compound no.,25,26,27,28,29,30,31,32
HepG2 viability,-3%,-2%,4%,-12%,0%,2%,-16%,0%
IL-2 act,1.5,0.3,-0.5,1.0,1.3,2.9,1.2,-3.3
Nrf2 block,-8%,6%,21%,1%,3%,4%,?,10%
A549 viability,-5%,7%,5%,2%,-2%,-1%,-20%,2%
EPAC2 ag,5%,-2%,9%,-1%,7%,6%,17%,0%
Nrf2 ARE act,-0.4%,-1.0%,-0.3%,0.1%,-0.6%,-0.3%,2.7%,-0.3%
S2 tox,i,i,i,i,i,i,i,?
TGFb inhibitor,0%,29%,3%,-3%,3%,9%,?,-4%
ATXN2 expr inh,/,-6%,3%,-8%,-4%,2%,-5%,0%

[33] COc1ccc(-c2[nH]ncc2CN(C)Cc2ccccn2)c(OC)c1
[34] CC(NC(=O)COc1ccccc1)C(c1cccs1)N1CCCC1 (stereo not drawn)
[35] COc1cccc(-c2nc(CS(=O)(=O)CC(=O)Nc3ccc(C)c(Cl)c3)c(C)o2)c1
[36] O=Cc1cc2ccccc2nc1SCc1ccc(Cl)cc1
[37] Cc1ccccc1NC1=NC2(CCCC2)N=C(N)N1
[38] C=CCOCC(O)Cn1c(N2CCCC2)nc2c1c(=O)n(C)c(=O)n2C (stereo not drawn)
[39] CCC(=O)N(CCC1(C(C)C)CCOC(C)(C)C1)C(C)c1cccs1 (stereo not drawn)
[40] CCN(CC)c1ccc2nc3ccc(N)cc3[n+](-c3ccccc3)c2c1
compound no.,33,34,35,36,37,38,39,40
HepG2 viability,12%,11%,-23%,-12%,2%,5%,-21%,-45%
IL-2 act,-0.7,-1.4,/,-3.7,-0.5,0.3,0.0,-0.2
Nrf2 block,4%,2%,16%,-7%,-2%,3%,?,15µM*
A549 viability,6%,0%,16%,2%,-2%,-4%,-4%,18µM*
EPAC2 ag,6%,-1%,/,8%,5%,8%,3%,-4%
Nrf2 ARE act,0.1%,-0.5%,0.0%,0.5%,-0.5%,0.1%,0.3%,-1.8%
S2 tox,?,i,/,?,i,i,i,16µM*
TGFb inhibitor,-24%,-3%,1%,0%,-1%,3%,-17%,?
ATXN2 expr inh,7%,14%,/,-21%,-32%,-11%,/,13µM*

Nos. 33–39, quoted:
[33] COc1ccc(-c2[nH]ncc2CN(C)Cc2ccccn2)c(OC)c1
[34] CC(NC(=O)COc1ccccc1)C(c1cccs1)N1CCCC1 (stereo not drawn)
[35] COc1cccc(-c2nc(CS(=O)(=O)CC(=O)Nc3ccc(C)c(Cl)c3)c(C)o2)c1
[36] O=Cc1cc2ccccc2nc1SCc1ccc(Cl)cc1
[37] Cc1ccccc1NC1=NC2(CCCC2)N=C(N)N1
[38] C=CCOCC(O)Cn1c(N2CCCC2)nc2c1c(=O)n(C)c(=O)n2C (stereo not drawn)
[39] CCC(=O)N(CCC1(C(C)C)CCOC(C)(C)C1)C(C)c1cccs1 (stereo not drawn)
compound no.,33,34,35,36,37,38,39
HepG2 viability,12%,11%,-23%,-12%,2%,5%,-21%
IL-2 act,-0.7,-1.4,/,-3.7,-0.5,0.3,0.0
Nrf2 block,4%,2%,16%,-7%,-2%,3%,?
A549 viability,6%,0%,16%,2%,-2%,-4%,-4%
EPAC2 ag,6%,-1%,/,8%,5%,8%,3%
Nrf2 ARE act,0.1%,-0.5%,0.0%,0.5%,-0.5%,0.1%,0.3%
S2 tox,?,i,/,?,i,i,i
TGFb inhibitor,-24%,-3%,1%,0%,-1%,3%,-17%
ATXN2 expr inh,7%,14%,/,-21%,-32%,-11%,/

Additional results:
[41] CCOc1ccc(NC(=O)NCCN2C(C)CCCC2C)cc1 (stereo not drawn)
[42] Cc1cc(C)cc(C(=O)Nn2cnnc2)c1
[43] CC(=O)Nc1ccc(/C(C)=N/NS(=O)(=O)c2ccc(C)cc2)cc1
[44] Cc1ccccc1NC(=O)Cn1cc(C(=O)c2ccco2)c2ccccc21
compound no.,41,42,43,44
HepG2 viability,-13%,2%,8%,-18%
IL-2 act,-1.7,0.2,0.8,/
Nrf2 block,11%,5%,5%,-26%
A549 viability,3%,1%,-2%,-11%
EPAC2 ag,0%,9%,-3%,/
Nrf2 ARE act,-0.3%,0.0%,-0.2%,0.8%
S2 tox,i,i,i,i
TGFb inhibitor,-1%,9%,8%,8%
ATXN2 expr inh,6%,4%,1%,-8%
